High-throughput results as filed in PubChem BioAssay.
CCT chaperon mod – High-Throughput Screening for Modulators of Cytosolic Chaperonin Activity; purified chaperonin ATPase assay, HTRF ADP detection, 30 min; activity change, % (concentration not given with the values), hits read low; hit rate 0.3% among 360,000; AID 651819, 2012; in the data active = activity change below about -30%; note: % is set by controls: 0 for no effect and ±100 for the full control effect
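TRiC (40 or 20 nM final, by batch activity) in 30 mM Tris pH 7.4, 100 mM KCl, 5 mM MgCl2, 1 mM DTT was treated with compound at 76 uM single dose, then 10 uM ATP, 30 min at 37 °C. ADP was read by HTRF Transcreener.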
PI5P4Ka inh – qHTS for Inhibitors of phosphatidylinositol 5-phosphate 4-kinase (PI5P4K) | AID 652105, 2013 | PI5P4Kalpha enzyme, ADP-Glo luminescence, 60 min; hits give low values | max response, % | hit rate 1.2% among 330,000 | Phosphatidylinositol 5-phosphate 4-kinase type-2 alpha (Homo sapiens), P48426; active = max response of -50% or lower; inconclusive = between -30% and -50%; inactive = -30% or higher; note: value at the top dose of about 77 µM; % is set by controls: 0 for no effect and ±100 for the full control effect
Target sequence (P48426 whole entry, looked up): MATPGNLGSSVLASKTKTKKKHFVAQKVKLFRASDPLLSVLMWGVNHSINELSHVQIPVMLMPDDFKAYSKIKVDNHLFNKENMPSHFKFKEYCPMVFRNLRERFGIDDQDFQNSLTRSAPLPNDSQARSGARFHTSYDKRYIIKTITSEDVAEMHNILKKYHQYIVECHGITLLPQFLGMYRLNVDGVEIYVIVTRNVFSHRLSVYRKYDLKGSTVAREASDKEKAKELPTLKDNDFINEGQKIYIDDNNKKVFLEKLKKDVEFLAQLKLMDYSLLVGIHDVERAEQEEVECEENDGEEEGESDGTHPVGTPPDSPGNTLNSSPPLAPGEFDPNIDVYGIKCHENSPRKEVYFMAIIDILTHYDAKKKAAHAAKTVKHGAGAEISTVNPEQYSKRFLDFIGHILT
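Compounds were pin-transferred onto PI5P4Kalpha and substrate in HEPES pH 7.4 buffer with EGTA, CHAPS and 5% DMSO. ATP (5 microM final) started the reaction, which ran 60 minutes at room temperature before ADP-Glo detection.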
IL2 activator – qHTS of IL-2 Activators. IL-2 activation reporter assay, cell-based qHTS; stimulated with anti-CD3/CD4/CD28 beads; in transgenic mouse T cells. activation, % (series mostly up to about 46 µM). hit rate 0.065% among 360,000. AID 652025, 2013; in the data active = activation above about 50%; inconclusive = mostly about 30% to 49%; note: 0% is about no effect
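Unstimulated transgenic mouse T cells; 60-min compound exposure; bead-based TCR/CD4/CD28 stimulation; 18 h culture, 37 degrees C; dual fluorescence (EGFP, DsRed) plate cytometry.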
WRN inhibitor – qHTS for Inhibitors of WRN Helicase. Bifunctional 3'-5' exonuclease/ATP-dependent helicase WRN (Homo sapiens), Q14191. WRN helicase unwinding, fluorescent forked duplex, kinetic. Potency, µM (highest dose often 114 µM), for inactives: at the top dose activity change, negative = inhibition, hits mostly inhibitors. hit rate 0.46% among 360,000; note: potency is the fitted concentration of half-maximal effect; % is set by controls: 0 for no effect and ±100 for the full control effect; nearly all actives have a fitted effect of over 55% in size
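Enzyme (20 nM final) and test compound sit together 15 min at room temperature before substrate addition. Substrate is a single-forked duplex oligonucleotide (100 nM) labelled with fluorophore and quencher, with 2 mM ATP; helicase unwinding raises red fluorescence, read kinetically.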
PLK1 PBD inh – qHTS for Inhibitors of PLK1-PDB (polo-like kinase 1 - polo-box domain): Primary Screen. hit rate 2.8% among 360,000. Potency, µM, for inactives: max response, negative = inhibition, most hits filed as inhibitors. Serine/threonine-protein kinase PLK1 (Homo sapiens), P53350. Plk1 PBD binding of FITC phosphopeptide, fluorescence polarization; note: potency is the fitted concentration of half-maximal effect; series mostly up to about 57 µM; % is set by controls: 0 for no effect and ±100 for the full control effect; nearly all actives have a fitted effect of over 65% in size
Target sequence (P53350 whole entry, looked up, the tested form may be a part): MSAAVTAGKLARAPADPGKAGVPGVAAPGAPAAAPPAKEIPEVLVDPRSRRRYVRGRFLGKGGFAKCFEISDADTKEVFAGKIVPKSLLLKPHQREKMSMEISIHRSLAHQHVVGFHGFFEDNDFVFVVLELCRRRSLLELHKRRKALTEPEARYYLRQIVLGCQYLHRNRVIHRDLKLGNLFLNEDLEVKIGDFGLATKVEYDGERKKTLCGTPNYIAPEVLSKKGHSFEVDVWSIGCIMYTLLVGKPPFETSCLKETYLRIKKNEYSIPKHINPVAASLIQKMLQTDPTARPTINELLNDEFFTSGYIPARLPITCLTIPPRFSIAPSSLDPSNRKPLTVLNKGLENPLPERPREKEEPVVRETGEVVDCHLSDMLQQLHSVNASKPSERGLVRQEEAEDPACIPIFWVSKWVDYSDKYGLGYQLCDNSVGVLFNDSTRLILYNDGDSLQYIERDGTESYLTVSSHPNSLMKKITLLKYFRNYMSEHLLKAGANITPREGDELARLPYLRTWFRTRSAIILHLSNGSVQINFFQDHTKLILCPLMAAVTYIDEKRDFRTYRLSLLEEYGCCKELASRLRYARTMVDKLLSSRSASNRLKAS
EPAC1 ag – qHTS for Agonist of cAMP-regulated guanine nucleotide exchange factor 3 (EPAC1): primary screen; Rap guanine nucleotide exchange factor 3 (Homo sapiens), O95398; EPAC1 agonist qHTS, biochemical assay; response scale: 100% = response to 6.5 mM cAMP; Potency, µM (top dose mostly 154 µM), for the others: at the highest dose activation, usual class: activators; hit rate 0.073% among 360,000; AID 720707, 2013; note: potency is the fitted concentration of half-maximal effect; nearly all actives have a fitted effect of over 60% in size
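EPAC1 100 nM, Rap1B–BODIPY-GDP 250 nM, unlabeled GDP 50 uM; compound titration; 5 min RT; kinetic read ex480/em540 at 5-min intervals ×30 min; data normalized to 6.5 mM cAMP agonist control.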
EPAC2 ag – qHTS for Agonist of cAMP-regulated guanine nucleotide exchange factor 4 (EPAC2): primary screen; hit rate 0.079% among 360,000; Potency, µM (titrated, usually from 154 µM), without a hit: at the highest dose activation, most hits filed as activators; EPAC2 activation, biochemical qHTS; response scale: 100% = 6.5 mM cAMP response; Rap guanine nucleotide exchange factor 4 (Homo sapiens), Q8WZA2; note: potency is the fitted concentration of half-maximal effect; nearly all actives have a fitted effect of over 50% in size
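Compounds were titrated in qHTS against a Rap1B-BODIPY-GDP (250 nM) complex with EPAC2 (100 nM) and GDP (50 uM). BODIPY-GDP release tracked at 480/540 nm over 30 min at room temperature, normalized to 6.5 mM cAMP.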
EPAC1 antag – qHTS for Antagonist of cAMP-regulated guanine nucleotide exchange factor 3 (EPAC1): primary screen | Rap guanine nucleotide exchange factor 3 (Homo sapiens), O95398 | EPAC1 GEF assay, Rap1b-BODIPY-GDP exchange fluorescence | Potency, µM (doses to about 115 µM), inactives show at the highest dose activity change, negative = inhibition, actives largely listed as inhibitors | hit rate 0.14% among 360,000;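 note: potency is the fitted concentration of half-maximal effect; plate controls were vehicle for no effect and positive control for full effect; nearly all actives have a fitted effect of over 50% in size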
Starred values were filed as active, the others as inactive; ? = inconclusive; nt = no result given; [ ] = remark or other dose. Unless noted, calls come from the whole dose curve; as a rule, active = well fitted curve in the direction sought with a large enough effect; inconclusive = small, poorly fitted or top-dose-only effect, or another doubt; inactive = no such curve, though single readings can be large; an effect the other way counts as inactive or inconclusive. Not all compounds are listed, so the mix of outcomes need not match the whole.

SMILES | CCT chaperon mod | PI5P4Ka inh | IL2 activator | WRN inhibitor | PLK1 PBD inh | EPAC1 ag | EPAC2 ag | EPAC1 antag
O=[N+]([O-])c1ccc(O)c(Nc2ncnc3ccc(Br)cc23)c1 | -1.7 | ? | 0.1 | -17% | -19% | -1% | 8% | -11%
COc1ccc(CN2CCN(c3ncccn3)CC2)c(C)c1C | 0.6 | 3 | -0.5 | -5% | -12% | 4% | 3% | ?
O=C(Nc1cccnc1)c1cccc(S(=O)(=O)N2CCCC2)c1 | 1.2 | 1 | -0.8 | -3%[57.1 µM] | -2% | -3% | -8% | ?
CC(=O)c1sc(C(C)(C)C)cc1NC(=O)/C=C/C(=O)O | 0.2 | 2 | -2.5 | 0% | -5% | 0% | 5% | 0%
CC(=O)c1ccc(N2CCN(C(=S)NCCCN(C)C)CC2)cc1 | -2.8 | 3 | -2.8 | -4% | -15% | -4% | -4% | -2%
COc1ccc(Br)c2c1C(=O)CC2 | -0.1 | 3 | -0.5 | 11% | -9% | 9% | 13% | 9%
Cc1ccnc(NC(=O)C2CCN(S(=O)(=O)c3ccc(Cl)c(C(F)(F)F)c3)CC2)c1 | -1.2 | 3 | -0.1 | -12% | -7% | -29% | 0% | -6%
O=C1Nc2ccccc2SC1=Cc1ccccc1 | -1.8 | 1 | -3.4 | 6% | -5% | -2% | 6% | -3%
Cc1ccc(NS(=O)(=O)c2ccc(-c3coc(C)n3)cc2)c(Cl)c1 | 1.8 | -8 | -2.2 | 9% | 0% | -3% | ? | 15%
C=CCNC(=S)N/N=C/c1ccc(-c2cccc([N+](=O)[O-])c2)o1 | -3.0 | -12 | 0.6 | 1% | -2% | 3% | 3% | 7%
COc1ccc(NC(=O)CNCc2ccc(Cl)cc2)cc1S(=O)(=O)N1CCOCC1 | -1.7 | 0 | 0.6 | 0% | 5% | 5% | 5% | -20%
CCN(CC)S(=O)(=O)c1ccc(N2CCOCC2)c(NC(=O)C(C)(C)C)c1 | 0.9 | 8 | -0.7 | -15% | -6% | 8% | 11% | 6%
CC(C)(C)NC(=O)NC(=O)COC(=O)C1=COCCO1 | 0.6 | 3 | 0.9 | -8% | -1% | 1% | 2% | -10%
CC(Sc1ccccc1)C(=O)NN=C1CCCCCCC1 (stereo not drawn) | -2.5 | 2 | -0.1 | -22% | 1% | 7% | 7% | -23%
CCOc1cc2ccccc2cc1C(=O)Nc1ccccn1 | 0.1 | 5 | -0.6 | -3% | -1% | -15% | -6% | -30%
COC(=O)C1=C(C)N(C)C(=O)NC1c1cc(Cl)c(O)c(OC)c1 (stereo not drawn) | -2.0 | nt | -1.0 | 2% | -1% | -2% | 3% | -2%
Cc1nn2c(-c3ccncc3)ccnc2c1Cl | -6.0 | 0 | 1.1 | 2% | -6% | 6% | 6% | -10%
Cc1ccc(Nc2nc(-c3ccc(O)c(O)c3)cs2)nc1 | -2.7 | -13 | -0.7 | -7%[11.6 µM] | -12% | 15% | 22% | ?
Cn1c(N2C(=O)CC(Cc3ccccc3)C2=O)nc2ccccc21 (stereo not drawn) | -2.5 | -2 | 1.5 | 6% | -7% | -12% | 5% | 6%
Cc1cccc(NC(=O)C(=O)NCc2ccc3c(c2)OCO3)c1C | 0.6 | -5 | -0.9 | -4% | -7% | 4% | 3% | ?
CCOc1ccc(CNS(=O)(=O)c2cccs2)cc1OCC | -0.4 | 1 | 0.6 | 5% | -3% | -7% | -1% | -13%
Cn1c(=O)[nH]c(=O)c2c1nc(N1CCCC1)n2CCCSc1nnnn1-c1ccccc1 | 1.3 | 1 | 0.2 | 7% | -4% | -1% | -8% | -3%
CCn1cc(C(=O)N[C@@H](C)C(=O)NCCCO)c(=O)c2cc3c(cc21)OCO3 | -0.8 | -5 | 0.9 | 1%[57.1 µM] | -7% | 14% | 7% | -21%
C[C@H](CO)N1C[C@H](C)[C@@H](CN(C)C(=O)NC2CCCCC2)Oc2c(NC(=O)c3ccncc3)cccc2C1=O | -1.3 | -5 | 0.2 | 13% | -5% | 12% | 9% | -2%
O=C1NC(=S)N(c2cccc(Cl)c2)C12CCCCC2 | 0.1 | -7 | 0.4 | -21% | -20% | -8% | 7% | -1%
CN(C)/C=C/C(=O)c1ccc(C(F)(F)F)cc1F | -0.3 | -5 | 1.5 | 4% | -4% | 2% | 4% | -8%
N#Cc1ccc(OCC(=O)OCC(=O)Nc2sccc2C(N)=O)cc1 | -6.2 | -17 | 0.5 | -3% | 0% | 2% | -4% | 23%
Cc1ccc(NC(=O)NCc2ccc3c(c2)OCO3)cc1 | -2.8 | nt | 2.9 | 0% | -2% | 0% | 11% | 0%
CCc1ccc(OCC(=O)Nc2ncc3c(n2)CC(C)(C)CC3=O)cc1 | -1.5 | nt | 0.9 | -1% | -1% | -3% | 6% | -10%
CCOC(=O)C1CCCN(C(=O)c2c(-c3ccccc3)noc2C)CC1 (stereo not drawn) | -1.5 | 1 | 1.2 | 0%[57.1 µM] | -7% | -17% | -4% | -4%
CCN(CC)S(=O)(=O)c1cccc(-c2nnc(SCC(=O)c3ccc(Cl)s3)n2C)c1 | -0.9 | -13 | -1.6 | -2% | -6% | 4% | 0% | 7%
N#CCCN(C(=O)CCl)c1cccc(Cl)c1 | 1.8 | 1 | -0.6 | 6% | -10% | -6% | 3% | 9%
CC(=O)c1cccc(NC(=O)COC(=O)CCC(=O)c2ccc(F)cc2)c1 | 1.6 | 8 | -0.7 | 1% | 4% | -4% | -2% | -3%
O=C(NNC(=O)c1ccc(SCC2CCCO2)c([N+](=O)[O-])c1)c1ccc(Cl)c([N+](=O)[O-])c1 (stereo not drawn) | -18 | nt | -0.8 | -13% | -7% | -22% | 10% | -10%
COc1ccc(C(=O)CSc2ccc(-c3ccco3)nn2)cc1 | -1.6 | ? | -0.3 | -25% | -16% | 2% | 6% | -15%
Cc1cccc(NC(=O)COc2coc(CN3CCN(c4ccccc4)CC3)cc2=O)c1 | 1.6 | -2 | -0.8 | -6% | -3% | -6% | -3% | 8%
CC(C(=O)NCC(=O)Nc1ccc(F)c(F)c1F)N1CCN(c2ccc(O)cc2)CC1 (stereo not drawn) | 1.3 | -22 | 0.1 | -1% | -4% | -11% | -9% | 6%
COc1ccc(Cl)c2sc(N(CCN(C)C)C(=O)C3=COCCO3)nc12 | -0.2 | -5 | 1.4 | 12% | -3% | 6% | 0% | -14%
Cc1ccc(C(=O)Nc2ccc(S(=O)(=O)N3CCCC3)cc2)s1 | -2.2 | -4 | 0.1 | -10% | 4% | 5% | 11% | -3%
Cc1[nH]c(=O)c(S(=O)(=O)c2ccccc2)c(C)c1Cl | -0.7 | -7 | -3.4 | 2%[57.1 µM] | -5% | 2% | 1% | 5%
CCOC(=O)c1c(NC(=O)COc2ccccc2)sc2c1CC(C)(C)NC2(C)C | 1.6 | -6 | -0.3 | 5% | -10% | -1% | -23% | 1%
COc1cc(-c2n[nH]c(=O)o2)cc(OC)c1OC | -3.4 | 1 | -3.3 | -30%[57.1 µM] | -10% | -3% | -13% | -12%
O=C(Cn1c(=O)n(-c2ccccc2)c(=O)c2oc3ccccc3c21)Nc1ccccc1 | -1.6 | 12 | 4.4 | 0% | 2% | -7% | -5% | 7%
CCCCN1C(=O)C(=O)N(CC(=O)Nc2sc(C)c(CC)c2C(=O)OCC)C1=O | 0.3 | -1 | 0.1 | -6% | -5% | -1% | -6% | -6%
COC(=O)c1ccc(NC(=O)N2CCCC(C(=O)c3ccccc3OC)C2)cc1 (stereo not drawn) | 2.0 | 1 | 0.1 | -2% | 5% | 0% | -4% | -30%
Cc1cc(-c2n[nH]c(=S)n2-c2ccc(F)cc2)nn1C | -2.1 | -3 | 1.0 | 0% | -17% | 16% | 14% | -19%
CN(C)S(=O)(=O)c1ccc(Cl)c(C(=O)Nc2nc3ccccc3[nH]2)c1 | 1.0 | -2 | 0.2 | -4% | 3% | 9% | 6% | -1%
NC(=O)C1=C[C@H](c2csc3ccccc23)C[C@H](OCCCCO)O1 | -0.6 | -15 | 0.2 | 0% | -8% | -13% | -5% | 4%
COc1ccccc1CNC(=O)CCc1cn(C)c2ccccc12 | -2.7 | 1 | -0.1 | 7% | -6% | 7% | 3% | 5%
Cc1ccc(-n2c(-c3ccccc3)c[n+]3c2CCc2ccccc2-3)c(C)c1 | -0.4 | 6 | -3.8 | 6% | -6% | 9% | 12% | ?
CN(C(=O)COC(=O)c1ccc(-c2ccc(O)cc2)cc1)C1CCS(=O)(=O)C1 (stereo not drawn) | -0.8 | 6 | 2.2 | -13% | -17% | -9% | 1% | ?
CN1CCN(S(=O)(=O)c2ccc(NC(=S)NC(=O)C3CCCC3)cc2)CC1 | 1.3 | 0 | -0.6 | -4% | -16% | 3% | 6% | -25%
COc1cc(O)oc1C=Nc1ccc(Cl)cc1Cl | 0.6 | 4 | 0.2 | -9% | -15% | -7% | 7% | -16%
O=C(Cn1cnc([N+](=O)[O-])n1)N/N=C/c1ccccc1O | 2.5 | 3 | -0.2 | 0% | -1% | 0% | -12% | 3%
Cc1c(CN2CCC(CO)(CCOc3ccccc3)CC2)[nH]c2c(Cl)cccc12 | -5.8 | 7 | -1.9 | -7% | -13% | 9% | 16% | -4%
O=C(c1cc(COc2ccc(F)cc2F)on1)N1CCSCC1 | -2.3 | -3 | -0.8 | -7% | 0% | -1% | -1% | 7%
Cc1ccc2c(c1)N(CC(=O)Nc1nccs1)C(=O)CO2 | -1.6 | -7 | -0.6 | -9% | -8% | 25% | -3% | 0%
CCCSc1nsc(NC(=O)c2cccnc2OCC)n1 | -0.6 | 4 | 0.8 | -7% | -8% | 7% | 10% | -5%
CCn1cc(C(=O)Nc2ccccc2C(=O)OC)cn1 | 0.1 | 1 | 1.2 | 0% | 4% | -2% | 1% | 16%
O=C(NCc1ccc(Cl)cc1)C1CCN(C(=O)c2ccco2)CC1 | -1.5 | -4 | -1.0 | 4%[57.1 µM] | -3% | 7% | 1% | -3%
CNc1ccc(Cl)nn1 | -0.5 | -2 | -2.3 | 0% | -12% | 3% | 4% | -7%
